Bioassay records as filed in PubChem.
NCI-60 one-dose screen, 48 h, at 10 µM unless noted. Numbers give growth in % (100 = growth as untreated, 0 = no growth, -100 = all killed).
SW-620 = SW-620 colon cancer. hit rate 5.2% among 82,000. AID 1794795
NCI-H226 = NCI-H226 lung cancer. hit rate 3.5% among 79,000. AID 1794732
NCI-H23 = NCI-H23 lung cancer; hit rate 4% among 80,000; AID 1794731
HT29 = HT29 colon cancer | hit rate 7.4% among 81,000
HCT-15 = HCT-15 colon cancer | hit rate 5.2% among 82,000 | AID 1794746
NCI-H460 = NCI-H460 lung cancer; AID 1794736; hit rate 6.8% among 82,000
NCI-H322M = NCI-H322M lung cancer; hit rate 2.7% among 80,000; AID 1794733
COLO 205 = COLO 205 colon cancer. hit rate 7.3% among 79,000
NCI-H522 = NCI-H522 lung cancer; hit rate 8% among 78,000
An asterisk follows results filed as active; . = not tested or not shown; & = joins results of further samples; [ ] = dose if it differs, or a comment. Rule for the calls: active = growth percent below 10; inactive = the rest.

Start of the listing, in advance, two compounds:
entry	structure	SW-620	NCI-H226	NCI-H23	HT29	HCT-15	NCI-H460	NCI-H322M	COLO 205	NCI-H522
1	Cc1ccc(-c2nc3nc(-c4ccccc4)nc(N4CCCNCC4)c3o2)cc1	-57*	89	19	-86*	-82*	-58*	-6.9*	-87*	-70*
2	CCOC(=O)[C@H](Cc1ccccc1)NC(=O)[C@H](Cc1ccccc1)NCc1cccc(O)c1	106	96	99	97	98	104	111	.	85

All compounds of this part, previewed entries included:
entry	structure	SW-620	NCI-H226	NCI-H23	HT29	HCT-15	NCI-H460	NCI-H322M	COLO 205	NCI-H522
1	Cc1ccc(-c2nc3nc(-c4ccccc4)nc(N4CCCNCC4)c3o2)cc1	-57*	89	19	-86*	-82*	-58*	-6.9*	-87*	-70*
2	CCOC(=O)[C@H](Cc1ccccc1)NC(=O)[C@H](Cc1ccccc1)NCc1cccc(O)c1	106	96	99	97	98	104	111	.	85
3	O=c1cc(-c2cccc(O)c2)oc2ccc3ccccc3c12	94	88	83	105	81	96	.	107	79
4	O=c1[nH][n+](-c2nonc2-c2ccc(F)cc2)no1	97	.	102	107	97	104	102	111	88
5	CCCC(=O)OCC1OC(n2cnc3c(=S)nc[nH]c32)C(OC(=O)CCC)C1OC(=O)CCC (stereo unspecified)	38	32	29	36	56	55	35	67	-13*
6	Oc1ccc2ccccc2c1Sc1c(O)ccc2ccccc12	92	100	91	115	78	82	102	111	87
7	O=C(NO)c1ccc(CNC(=O)[C@H]2Cc3c([nH]c4ccccc34)[C@H](c3ccc(Cl)cc3)N2)cc1	-52*	28	-51*	22	30	10	28	-83*	-35*
8	O=C(c1ccccc1)c1ccc(-c2ccccc2)cc1	106	92	104	74	81	107	135	101	65
9	Cc1cccc(C[C@H](NC(=O)Nc2ccc(Cl)cc2F)C(=O)N[C@@H]2C(=O)N3C[C@H](O)C[C@H]3C(=O)N3CCCC[C@H]3C(=O)N[C@@H](C)C(=O)N3C[C@H](C)C[C@H]3C(=O)O[C@H]2C)c1	21	21	26	-10*	28	2.4*	34	-31*	15
10	CCOC(=O)c1ccc(Nc2nc(NN)nc(-c3ccc(OC)cc3)c2C#N)cc1	104	112	115	115	106	109	123	116	103
11	O=C(Cn1cc(CN2C(=O)c3ccc([N+](=O)[O-])cc3C2=O)nn1)Nc1c(Cl)cc(Cl)cc1Cl	104	98	101	108	100	106	110	114	98
12	CCOC(=O)c1cc(-c2ccccc2)[nH]c1NNC(=O)CCOC	103	100	263	121	107	120	104	133	99
13	CCOC(=O)/C=C\C(OCC)OCC	102	99	100	94	108	110	110	115	91
14	COc1cc2nc(-c3cccc4cccnc34)nc(NC3CCN(Cc4ccccc4)CC3)c2cc1OC	-75*	.	-72*	-87*	-81*	-74*	-71*	-76*	-52*
15	O=C(O)CCCCC(=O)Oc1ccccc1Cl	107	104	102	102	103	108	112	108	94
16	Fc1ccc(-c2nnc(Nc3ccc(Cl)cc3)o2)cc1	110	93	102	99	98	105	97	107	88
17	C(=C(\C1=NCCN1)n1ccc2ccccc21)/c1ccccc1	90	94	97	103	100	101	98	107	90
18	N#CC1c2ccccc2C=CN1C(=O)N(c1ccccc1)c1ccccc1 (stereo unspecified)	22	96	67	57	.	101	103	-42*	.
19	O=[N+]([O-])c1ccc(/C=N/Nc2ccc3nnc(-c4ccccc4)n3n2)cc1	101	118	96	123	106	104	108	107	117
20	C[C@H]1[C@H](C)CC[C@]2(C(=O)NC3CCCCC3)CC[C@]3(C)C(=CC[C@@H]4[C@@]5(C)Cc6c([nH]c7ccccc67)C(C)(C)[C@@H]5CC[C@]43C)[C@H]12	123	106	99	106	104	116	91	112	98

A few values from above.
SW-620 with CCOC(=O)c1cc(-c2ccccc2)[nH]c1NNC(=O)CCOC → 103
COLO 205 with O=C(O)CCCCC(=O)Oc1ccccc1Cl → 108
SW-620 with CCOC(=O)/C=C\C(OCC)OCC → 102

Reformatted: entries from further up.
Every second line gives: SW-620, NCI-H226, NCI-H23, HT29, HCT-15, NCI-H460, NCI-H322M, COLO 205, NCI-H522
[1] Cc1ccc(-c2nc3nc(-c4ccccc4)nc(N4CCCNCC4)c3o2)cc1
 : -57*, 89, 19, -86*, -82*, -58*, -6.9*, -87*, -70*
[2] CCOC(=O)[C@H](Cc1ccccc1)NC(=O)[C@H](Cc1ccccc1)NCc1cccc(O)c1
 : 106, 96, 99, 97, 98, 104, 111, ., 85
[3] O=c1cc(-c2cccc(O)c2)oc2ccc3ccccc3c12
 : 94, 88, 83, 105, 81, 96, ., 107, 79
[4] O=c1[nH][n+](-c2nonc2-c2ccc(F)cc2)no1
 : 97, ., 102, 107, 97, 104, 102, 111, 88
[5] CCCC(=O)OCC1OC(n2cnc3c(=S)nc[nH]c32)C(OC(=O)CCC)C1OC(=O)CCC (stereo unspecified)
 : 38, 32, 29, 36, 56, 55, 35, 67, -13*
[6] Oc1ccc2ccccc2c1Sc1c(O)ccc2ccccc12
 : 92, 100, 91, 115, 78, 82, 102, 111, 87
[7] O=C(NO)c1ccc(CNC(=O)[C@H]2Cc3c([nH]c4ccccc34)[C@H](c3ccc(Cl)cc3)N2)cc1
 : -52*, 28, -51*, 22, 30, 10, 28, -83*, -35*
[8] O=C(c1ccccc1)c1ccc(-c2ccccc2)cc1
 : 106, 92, 104, 74, 81, 107, 135, 101, 65
[9] Cc1cccc(C[C@H](NC(=O)Nc2ccc(Cl)cc2F)C(=O)N[C@@H]2C(=O)N3C[C@H](O)C[C@H]3C(=O)N3CCCC[C@H]3C(=O)N[C@@H](C)C(=O)N3C[C@H](C)C[C@H]3C(=O)O[C@H]2C)c1
 : 21, 21, 26, -10*, 28, 2.4*, 34, -31*, 15
[10] CCOC(=O)c1ccc(Nc2nc(NN)nc(-c3ccc(OC)cc3)c2C#N)cc1
 : 104, 112, 115, 115, 106, 109, 123, 116, 103
[11] O=C(Cn1cc(CN2C(=O)c3ccc([N+](=O)[O-])cc3C2=O)nn1)Nc1c(Cl)cc(Cl)cc1Cl
 : 104, 98, 101, 108, 100, 106, 110, 114, 98
[12] CCOC(=O)c1cc(-c2ccccc2)[nH]c1NNC(=O)CCOC
 : 103, 100, 263, 121, 107, 120, 104, 133, 99
[13] CCOC(=O)/C=C\C(OCC)OCC
 : 102, 99, 100, 94, 108, 110, 110, 115, 91
[14] COc1cc2nc(-c3cccc4cccnc34)nc(NC3CCN(Cc4ccccc4)CC3)c2cc1OC
 : -75*, ., -72*, -87*, -81*, -74*, -71*, -76*, -52*
[15] O=C(O)CCCCC(=O)Oc1ccccc1Cl
 : 107, 104, 102, 102, 103, 108, 112, 108, 94

The list continues:
entry	structure	SW-620	NCI-H226	NCI-H23	HT29	HCT-15	NCI-H460	NCI-H322M	COLO 205	NCI-H522
21	Cc1cc(C)nc(NS(=O)(=O)c2ccc(Nc3nc(-c4ccc(O)cc4O)c4c(=O)[nH]c(Nc5cccc(Cl)c5)nc4n3)cc2)n1	105	94	99	119	102	100	137	123	88
22	CCC/C(=C\c1ccc(O)c(O)c1)C(=O)NC(Cc1ccccc1)C(=O)C(=O)NCc1ccccc1 (stereo unspecified)	95	102	93	107	68	99	101	108	78
23	Nc1cc(C(F)(F)F)c(-c2cc(N3CCOCC3)nc(N3CCOCC3)n2)cn1	1.0*	-11*	-12*	-29*	-10*	-13*	-18*	-61*	-52*
24	CNc1ccc(-c2cc(=O)oc3ccc(Cl)cc23)cc1	23	48	18	-2.8*	15	6.8*	54	-15*	-25*
25	C=C1CC/C=C(\C)C(=O)C[C@@H]2[C@@H]1CC2(C)C	119	107	107	112	99	107	119	110	85
26	O=c1[nH]c(=S)[nH]cc1Oc1ccc(Br)cc1Br	110	107	105	108	110	113	94	101	96
27	Cc1ccc(C(C)C)cc1NC(=O)c1ccccc1N(C)C	106	99	82	75	77	102	83	105	78
28	CN(c1ccccc1)S(=O)(=O)c1ccc(Cl)cc1	104	100	105	103	102	106	96	103	89
29	Cc1nn(-c2ccccc2)c2nc(C)n(CC(=O)N/N=C/c3ccccc3O)c(=O)c12	19	22	29	41	27	4.8*	29	17	6.4*
30	C[N+](C)(C)CC(=O)NNC(=O)Nc1cccc([N+](=O)[O-])c1	107	99	100	110	106	112	105	102	105
31	CCS(=O)(=O)Nc1cccc(Nc2c3cccc(C)c3nc3c(C)cccc23)c1OC	33	-6.9*	11	11	11	3.2*	49	27	.
32	O=[N+]([O-])c1ccccc1-c1ccc(-c2nn3c(-c4ccccc4)nnc3s2)o1	81	102	.	96	52	43	96	83	84
33	COc1ccc(-c2ccc(-c3ccc(C(=N)N)o3)o2)cc1	13	78	36	-9.1*	-7.5*	0.5*	56	-46*	1.7*
34	O=C(Nc1nc2c(s1)CCc1c-2c(Br)n(Cc2ccccc2)c1Br)c1ccccc1	69	.	80	52	82	41	59	73	62
35	C[C@H]1c2ccccc2CN1CCCOc1cc2c(cc1OCC1CC1)C1(CCCC1)C(N)=N2	15	53	67	2.9*	2.6*	38	90	-66*	74
36	O=C(N/N=C/c1ccccc1Cl)c1ccccc1Nc1ccnc(C(F)(F)F)c1	17	3.4*	16	3.2*	10	3.5*	6.5*	-38*	-21*
37	COc1ccccc1/C=N\N=C\c1ccccc1O	101	89	85	96	103	105	91	105	89
38	CC1C2CCC(C2)C1CNCC1C2CCC(C2)C1C (stereo unspecified)	95	84	90	79	96	106	100	110	78
39	CNc1nnc2n(Cc3ccccc3)c(=O)c3c4c(sc3n12)CCCC4	33	61	45	28	31	24	.	55	41
40	CCOC(=O)/C(C)=N\Nc1cccc([N+](=O)[O-])c1	98	85	104	111	104	99	97	108	104
41	Cc1cccc(Cl)c1NC(=O)N(C)c1ccccc1	105	104	131	103	101	103	104	121	.
42	Cc1ccsc1[C@@H]1C[C@@H]2Cc3cc(F)ccc3N1O2	100	.	93	104	98	111	120	110	90
43	CCN1C(=O)N(CC)C2Nn3c(s/c(=C\c4ccc(F)cc4)c3=O)=NC21 (stereo unspecified)	95	104	93	103	106	105	99	118	85
44	CCOc1c(C#N)c2c(N)ncnc2n1C1OC(CO)C(O)C1O (stereo unspecified)	4.7*	72	51	23	23	0.6*	77	9.0*	-22*
45	C#C[C@]1(O)CC[C@H]2[C@@H]3CC=C4c5sc(Nc6ccc(C)cn6)nc5CC[C@]4(C)[C@H]3CC[C@@]21C	-53*	11	1.5*	1.0*	-46*	5.3*	25	-24*	-22*
46	C=C(C)[C@@H]1CC[C@]2(C(=O)NC3CCCCC3)CC[C@]3(C)[C@H](CC[C@@H]4[C@@]5(C)CCCNC(C)(C)[C@@H]5CC[C@]43C)[C@@H]12	-76*	63	77	2.5*	-27*	-57*	66	-63*	60
47	CC(C)c1cc2c(c3c1C(=O)CC3)C(C)(C)CCC2(C)C	110	88	93	97	104	108	105	98	92
48	CC1=C(C)C[C@]2(Cc3ccccc3C2=O)S(=O)C1 (stereo partly specified)	84	82	88	66	105	86	93	88	63
49	O=S(=O)(c1ccccc1)N1C=C/C(=C\Cn2cc(-c3ccccc3)nn2)CC1	101	77	87	113	92	96	96	122	84
50	O=C(CSc1nnc(-c2ccc(Cl)cc2)o1)c1ccc(Cl)cc1	111	102	97	98	98	111	104	109	88
51	C/C(=C\Cl)COC(C)(C)C	110&108	107&104	101&109	109&93	104&100	114&108	101&105	104&122	103&92
52	Nc1ccc2c(c1)/C(=C/c1cccnc1)c1ccccc1-2	98	82	90	128	96	99	104	97	90
53	COC(=O)c1ccc2c(c1)nc(-c1ccc(O)c(OC)c1)n2-c1cc(C(C)(C)C)[nH]n1	104	106	93	96	115	96	103	120	79
54	COc1ccc(-c2nn3c(=O)c(C#N)c(-c4cn(-c5cccc(Cl)c5)nc4-c4ccc(OC)cc4)c(C#N)c3[nH]2)cc1	21	100	89	34	99	98	.	74	62
55	Nc1nc(C(F)(F)F)cs1	104	99	104	112	104	107	104	114	98
56	CCN(CCO)C(C(=O)c1ccc(Cl)cc1)c1ccc(Cl)cc1 (stereo unspecified)	88	86	82	60	83	104	91	88	114
57	Cc1cc(=O)c2c(C)nn(-c3ccccc3)c2[nH]1	99	85	96	114	107	102	105	113	105
58	N=C(N)c1ccc(-c2ccc(-c3ccccc3)o2)nc1	87	90	101	19	81	90	92	-13*	94
59	COc1ccc(-c2cc3c(cc2O)CC[C@@H]2[C@@H]3CC[C@]3(C)[C@@H](O)CC[C@@H]23)cc1	108	85	93	97	89	92	89	102	68
60	CN1C(=O)c2ccccc2CC12c1ccccc1C(=O)N2C (stereo unspecified)	109	101	106	103	106	107	114	120	97
61	CSc1nc2c(c(=O)n1C)CN(C1CCCCC1)C(=O)C(c1ccccc1)N2 (stereo unspecified)	69[100 µM]	75[100 µM]	64[100 µM]	49[100 µM]	19[100 µM]	47[100 µM]	74[100 µM]	103[100 µM]	45[100 µM]
62	CSc1ccc2c(c1)N(C(=O)/C(C#N)=C/c1ccc(N(C)C)cc1)c1ccccc1S2	91	96	91	94	88	101	96	117	71
63	Cc1cc(Cl)ccc1Nc1nc(C(F)(F)F)ccc1C(=O)N/N=C/c1ccc(N(C)C)cc1	16	51	31	32	16	20	26	15	7.2*
64	COc1cccc(C2NC(=O)c3c(n[nH]c3N)S2)c1O (stereo unspecified)	102	108	98	107	106	109	102	117	103
65	O=C(N/N=C\c1cc(Br)cc(Br)c1O)N/N=C/c1cc(Br)cc(Br)c1O	56	51	67	105	34	70	42	62	22
66	O=C(CNc1nc(-c2cccc([N+](=O)[O-])c2)cs1)Nc1ccccc1[N+](=O)[O-]	106	93	104	113	103	116	99	117	103
